Screens deposited in PubChem by Broad Institute.
HRP interference – HRP/luminol detection interference without ALR, dose response, artefact control for ALR inhibitor project, biochemical, luminescence, no ALR or DTT; HRP/H2O2 luminol luminescence counterscreen, no ALR; hit rate 15% among 2,500; AC50 in µM for hits, for the others activity change, negative = inhibition, % at the top dose, mostly 10 µM;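 active = signal-lowering compounds whose fitted half-maximal concentration AC50 is no higher than ten times their top tested concentration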;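 also: 0% = median of neutral control wells and -100% = median of quercitin 100 µM wells; many of its hits are not listed in these tables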
Starred values were filed as active, the others as inactive. An excerpt; count on the stated rates, not on these rows.

SMILES: Cc1nc(-c2cccc(N)c2)cs1
  HRP interference: 0.1%

SMILES: COc1ccc(C(=O)c2ccc(N(C)C)cc2)c(OC)c1
  HRP interference: -3.4%

SMILES: CCCC(=O)NC(C)C(c1cccs1)N1CCN(c2ccccc2)CC1 (centres undefined)
  HRP interference: -0.1%

SMILES: COc1ccccc1C(=O)N1CCN=C1SCc1cccnc1
  HRP interference: 4.6%

SMILES: Cc1ccc(NNC(=O)c2ccno2)cc1Cl
  HRP interference: 0.33µM*

SMILES: S=c1[nH]nc(-c2cccnc2)n1/N=C/c1cccs1
  HRP interference: -6.6%

SMILES: Clc1ccc(C2=CSC3=NCCN23)cc1Cl
  HRP interference: -8.1%

SMILES: COc1cccc(-n2cnc3cccc(N)c32)c1
  HRP interference: -2.7%

SMILES: Cc1ccc2[nH]c(C(=O)O)c(NC(=O)CN3CCN(c4cccc(C)c4C)CC3)c2c1
  HRP interference: -14%

SMILES: Cc1cc(C(=O)Nc2sc3c(c2C#N)CCCC3)no1
  HRP interference: -1.4%

SMILES: Cc1ccc(NC2CCCN(C(=O)c3ccc(C)c(N4CCNC4=O)c3)C2)cc1C (centres undefined)
  HRP interference: -6.7%

SMILES: CC(C)(C)N1C(=O)c2ccc(C(=O)Nc3ccc(O)cc3)cc2C1=O
  HRP interference: -14%

SMILES: Cc1noc(C)c1S(=O)(=O)N(CC(=O)NCc1ccc2c(c1)OCO2)c1ccc(C(C)C)cc1
  HRP interference: -0.2%

SMILES: COc1ccc2nc(Nc3ccccc3OC)sc2c1
  HRP interference: -5.1%

SMILES: O=C(O)c1ccccc1CSC1=NCCS1
  HRP interference: -7.0%

SMILES: CCS(=O)(=O)Nc1c(C(=O)O)[nH]c2ccccc12
  HRP interference: -2.5%

SMILES: Cc1n[nH]c(=S)n1/N=C/c1ccccc1
  HRP interference: -9.9%

SMILES: Cc1[nH]c2ccc(-c3n[nH]c(=S)n3C)cc2c1C
  HRP interference: -2.1%

SMILES: C/C(=N\Nc1nc2ccccc2[nH]1)c1cccs1
  HRP interference: -8.1%

SMILES: Clc1c(CSc2nc3ccccc3o2)nc2ccccn12
  HRP interference: -2.5%

SMILES: Clc1ccc2nc(N3CCCCC3)[nH]c2c1
  HRP interference: -2.0%

SMILES: Nc1ccc(Oc2cccc(Oc3ccc(N)cc3)c2)cc1
  HRP interference: -0.1%

SMILES: C[n+]1c2n(c3ccccc31)N=C(c1ccc(Cl)cc1)CS2
  HRP interference: -3.9%

SMILES: Cn1ccnc1SCc1cccc([N+](=O)[O-])c1
  HRP interference: -0.6%

SMILES: COc1cc(OC)cc(C(=O)Nc2ccc(S(=O)(=O)Nc3cc(C)nc(C)n3)cc2)c1
  HRP interference: -13%

3 of the compounds above, bar-delimited.
SMILES | HRP interference
O=C(O)c1ccccc1CSC1=NCCS1 | -7.0%
CCS(=O)(=O)Nc1c(C(=O)O)[nH]c2ccccc12 | -2.5%
Cc1n[nH]c(=S)n1/N=C/c1ccccc1 | -9.9%

Continuation.
SMILES: COc1ccc(NCc2ccc3c(c2)OCO3)cc1Cl
  HRP interference: -1.7%

SMILES: Cc1occc1C(=O)Nc1ccc2c(c1)CCC2
  HRP interference: -1.0%

SMILES: CC(C)CN(CC(C)C)c1nnc(N)s1
  HRP interference: -15%

SMILES: CCn1cnc2cc(NCc3ccc(N(C)C)cc3)ccc21
  HRP interference: 0.6%

SMILES: O=C(NCCCN1CCCC1)c1ccc2c(c1)N(Cc1ccccc1)CCS2
  HRP interference: 3.4%

SMILES: O=C(Nc1nc(-c2ccccc2)ns1)c1cccs1
  HRP interference: 0.6%

SMILES: Nc1ccc(NC(=O)c2ccco2)c(Cl)c1
  HRP interference: 0.3%

For convenience, some entries already given.
SMILES: O=C(Nc1nc(-c2ccccc2)ns1)c1cccs1
  HRP interference: 0.6%

SMILES: Nc1ccc(NC(=O)c2ccco2)c(Cl)c1
  HRP interference: 0.3%

Looked up by structure from the list above, 3 records:
SMILES: COc1ccc(NCc2ccc3c(c2)OCO3)cc1Cl
  HRP interference: -1.7%

SMILES: O=C(NCCCN1CCCC1)c1ccc2c(c1)N(Cc1ccccc1)CCS2
  HRP interference: 3.4%

SMILES: O=C(Nc1nc(-c2ccccc2)ns1)c1cccs1
  HRP interference: 0.6%
